Source: PubChem BioAssay (National Center for Advancing Translational Sciences (NCATS))
PTHR1 agonist: qHTS for PTHR1 Agonists: Primary Screen. Potency, µM (highest dose often 115 µM), for the others: at the top dose activation, actives largely listed as activators. AID 743266, 2014. Parathyroid hormone/parathyroid hormone-related peptide receptor (Homo sapiens), Q03431. hit rate 0.075% among 410,000. HEK293 GP2 PTHR1 cells, GloSensor cAMP luminescence, 1 h; further: potency means the concentration at half of the fitted maximal effect; nearly all actives have a fitted effect of over 55% in size; some results filed as inactive show a strong effect at the top dose; inactives centre near -15; many of its hits are not listed in these tables
Target sequence (Q03431 whole entry, looked up): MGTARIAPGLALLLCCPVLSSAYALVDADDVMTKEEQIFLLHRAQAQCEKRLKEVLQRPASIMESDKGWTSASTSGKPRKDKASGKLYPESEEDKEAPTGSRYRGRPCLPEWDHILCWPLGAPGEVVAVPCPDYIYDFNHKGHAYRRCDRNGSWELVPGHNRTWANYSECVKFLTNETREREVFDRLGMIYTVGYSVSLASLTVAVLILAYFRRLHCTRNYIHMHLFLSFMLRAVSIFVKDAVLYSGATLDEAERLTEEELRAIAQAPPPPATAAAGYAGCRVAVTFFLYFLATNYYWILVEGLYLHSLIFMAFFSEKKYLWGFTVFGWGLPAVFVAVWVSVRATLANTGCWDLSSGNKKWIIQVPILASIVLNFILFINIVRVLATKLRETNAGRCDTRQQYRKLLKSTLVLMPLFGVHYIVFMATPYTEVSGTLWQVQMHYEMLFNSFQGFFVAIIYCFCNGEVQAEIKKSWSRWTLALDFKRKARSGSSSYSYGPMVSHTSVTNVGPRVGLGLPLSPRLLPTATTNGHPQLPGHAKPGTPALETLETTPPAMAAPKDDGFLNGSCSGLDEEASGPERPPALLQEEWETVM
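HEK-293-derived GP2 cells expressing PTHR1 and a GloSensor cAMP reporter, 3,000/well, plated overnight, given luciferin plus IBMX (each 0.5 mM as added) for 1 h at 37 °C, then compound for 1 h at 37 °C. Luminescence was read after 15 min at room temperature.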
EPAC2 antag: qHTS for Antagonist of cAMP-regulated guanine nucleotide exchange factor 2 (EPAC2): primary screen; AID 720708, 2013; Rap guanine nucleotide exchange factor 4 (Homo sapiens), Q8WZA2; Potency, µM (top dose mostly 114 µM), inactives show top-dose activity, negative = inhibition, most hits filed as inhibitors; hit rate 0.18% among 360,000; EPAC2 GEF exchange of Rap1B-BODIPY-GDP, fluorescence; further: potency means the concentration at half of the fitted maximal effect; on the % scale 0 is the no-effect control and ±100 the full control effect; nearly all actives have a fitted effect of over 45% in size; many of its hits are not listed in these tables
pAkt inh: HTS Assay for Inhibitors of Akt Phophorylation: Primary Screen; hit rate 0.32% among 360,000; activity change, % for hits at 50 µM; Neuro2A IGF-stimulated pAkt S473 HTRF, 20 min; stronger effect = lower value; AID 651550, 2012; in the data active means activity change below about -80%; inconclusive means mostly about -51% to -80%; further: on the % scale 0 is the no-effect control and ±100 the full control effect
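Neuro2A cells in DMEM with 0.5% FBS, overnight at 37 deg C, given compound at single 50 µM final, then IGF (6 nM final) for 20 min at 37 deg C. Lysed; phospho-Akt Ser473 by HTRF after 24 h, 665/615 ratio.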
DRD3 antagonist: qHTS of D3 Dopamine Receptor Antagonist: qHTS | max response, negative = inhibition, % | D3R cells, DiscoveRx beta-arrestin luminescence, antagonist mode; stronger effect = lower value | D(3) dopamine receptor (Homo sapiens), P35462 | hit rate 2.5% among 360,000 | AID 652054, 2013; in the data active means max response below about -50%; inconclusive means no clear call, values can overlap the other calls; further: on the % scale 0 is the no-effect control and ±100 the full control effect; mostly tested at two doses, the higher about 12 µM
Target sequence (P35462 whole entry, looked up): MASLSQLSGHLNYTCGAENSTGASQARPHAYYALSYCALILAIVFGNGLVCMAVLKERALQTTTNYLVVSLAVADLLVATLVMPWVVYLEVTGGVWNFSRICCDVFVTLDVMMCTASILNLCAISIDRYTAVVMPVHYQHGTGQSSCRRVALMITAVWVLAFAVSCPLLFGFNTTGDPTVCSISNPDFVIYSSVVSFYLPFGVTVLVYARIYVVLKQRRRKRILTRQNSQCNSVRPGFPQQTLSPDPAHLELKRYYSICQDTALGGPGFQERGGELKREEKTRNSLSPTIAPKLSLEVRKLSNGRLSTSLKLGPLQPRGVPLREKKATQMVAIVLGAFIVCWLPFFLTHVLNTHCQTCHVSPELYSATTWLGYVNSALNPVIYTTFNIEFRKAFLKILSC
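Cells plated overnight at 1500 cells/well, then exposed to library compounds with dopamine controls for 90 minutes at 37 degrees C. DiscoveRx reagent added for 30–60 minutes at room temperature; luminescence read, quantitative HTS format.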
EPAC2 ag: qHTS for Agonist of cAMP-regulated guanine nucleotide exchange factor 4 (EPAC2): primary screen. Rap guanine nucleotide exchange factor 4 (Homo sapiens), Q8WZA2. EPAC2 activation, biochemical qHTS; response scale: 100% = 6.5 mM cAMP response. Potency, µM (highest dose often 154 µM), without a hit: at the top dose activation, actives largely listed as activators. hit rate 0.079% among 360,000. AID 720711, 2013; further: potency means the concentration at half of the fitted maximal effect; nearly all actives have a fitted effect of over 50% in size
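Readout is BODIPY fluorescence (480 nm excitation, 540 nm emission), which falls as labeled GDP is exchanged off Rap1B. EPAC2 at 100 nM acted on 250 nM RAP1B-BODIPY-GDP with 50 uM GDP present.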
D3 ag: qHTS of D3 Dopamine Receptor Agonist: qHTS; D(3) dopamine receptor (Homo sapiens), P35462; D3R DiscoveRx beta-arrestin cells, luminescence, 90 min; max activation, %; hit rate 0.58% among 410,000; AID 652048, 2013; in the data active means max activation above about 30%; further: 0% is about no effect; mostly tested at two doses, the higher about 12 µM
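Agonist mode: compounds and dopamine controls were applied to plated cells for 90 min at 37 degrees C after an overnight attachment at 1500 cells/well. Luminescent read-out followed 30 - 60 minutes at room temperature with DiscoveRx detection reagent.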
Mm-Cpn inhibitor: Inhibitors of TCP-1 ring complex (TRiC) of Methanococcus maripaludis (MmCpn): qHTS. hit rate 0.031% among 330,000. Chaperonin Mm-Cpn (Methanococcus maripaludis). purified Mm-Cpn ATPase, ADP Transcreener TR-FRET. Potency, µM (highest dose often 76.9 µM), for the others: at the top dose activity, negative = inhibition, hits mostly inhibitors; further: potency means the concentration at half of the fitted maximal effect; on the % scale 0 is the no-effect control and ±100 the full control effect; nearly all actives have a fitted effect of over 80% in size
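ATP (10 uM final) was added to archaeal chaperonin (25 nM final) after 10 min exposure to test compound at 37°C; after 30 min further incubation, ADP was detected by competitive TR-FRET.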
CCT modulator: High-Throughput Screening for Modulators of Cytosolic Chaperonin Activity; purified chaperonin ATPase assay, HTRF ADP detection, 30 min; activity change, % (concentration not given with the values), hits read low; hit rate 0.3% among 360,000; in the data active means activity change below about -30%; further: on the % scale 0 is the no-effect control and ±100 the full control effect
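Enzyme 40 or 20 nM (batch-dependent) in Tris pH 7.4/KCl/MgCl2/DTT; cpd 76 uM single point; ATP 10 uM; 30 min 37 °C; Transcreener ADP HTRF detection, 30 min RT; ratio 665/615.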
The depositor's hits bear a star; i = inactive; ? = inconclusive; . = no result given; & = joins results of further samples; [ ] = remark or other dose. Unless noted, the call rests on the fitted dose curve; in most records, active means well fitted curve in the direction sought with a large enough effect; inconclusive means small, poorly fitted or top-dose-only effect, or another doubt; inactive means no such curve, though single readings can be large; an effect the other way counts as inactive or inconclusive. Not all compounds are listed; rates above refer to the full screens.

SMILES	PTHR1 agonist	EPAC2 antag	pAkt inh	DRD3 antagonist	EPAC2 ag	D3 ag	Mm-Cpn inhibitor	CCT modulator
COc1ccc(NS(=O)(=O)c2cccc(C(=O)NCC(c3ccco3)N(C)C)c2)cc1 (configuration not stated)	i	-4%	i	-23	6%	-29	0%	1.2
Cc1ccc(NC(=O)CCNS(=O)(=O)c2ccc3[nH]c(=O)oc3c2)cc1	i	0%	i	-16	-3%	-10	0%	-0.4
CCn1nnnc1NC(=O)c1cc(OC)c(OC)c(OC)c1	-45%[inhibitor]	2%	i	-20	-2%	-6	0%	-2.2
O=C(NC1CCCCC1)C(c1ccccc1)N1CCC2(CC1)OCCO2 (configuration not stated)	6%[57.5 µM]	4%	i	9	2%	-15	0%	-0.8
COc1ccc(NC(=O)c2ccco2)cc1NC(=O)c1cccc(OC(C)C)c1	i	-8%	i	-12	6%	3	-1%	0.6
CCC(=O)N1c2ccc(S(=O)(=O)NCCc3ccc(C)cc3)cc2CC1C (configuration not stated)	i	-6%	i	0	18%	-3	0%	-2.0
O=C(CNS(=O)(=O)c1ccccc1)Nc1cccc([N+](=O)[O-])c1	i	-5%	i	-3	5%	5	1%	-0.7
CC(=O)NC1C(Oc2ccc3c(C)cc(=O)oc3c2)OC(COC(C)=O)C(OC(C)=O)C1OC(C)=O (configuration not stated)	-18%	6%	i	10	0%	14	1%	-0.8
CCC(C)(C)NC(=O)CN(Cc1ccc(F)cc1)C(=O)CCC(=O)Nc1ccccn1	-7%	-1%	i	-14	3%	-34	1%	0.0
Cc1cc(NC(=O)COC(=O)CCS(=O)(=O)c2cc(Cl)ccc2Cl)no1	i	12%	i	9	2%	10	0%	1.0
O=C(NC1CCCCC1)C1CCN(S(=O)(=O)c2cccc3cccnc23)CC1	i	9%	i	-25	4%	-10	1%	-0.7
CC(C)CC(N)c1csc(NC(=O)Nc2ccccc2C(C)(C)C)n1 (configuration not stated)	-9%	0%	i	0	-1%	-6	.	0.9
O=C(CSc1ccc2ccccc2n1)Nc1nsc(-c2ccc(Cl)cc2)n1	-16%	-13%	i	-10	-12%	4&-4	0%	1.2
CC(C)(C)NCc1ccccc1OCc1cccs1	23%	13%	i	-15	2%	-4	0%	1.5
CC(=O)Nc1ccc(NC(=O)c2cc(=O)c3ccccc3o2)cc1	i	11%	i	-9	2%	1&5	-4%	-3.4
CSc1nnc(-c2sccc2-n2cccc2)o1	i	-10%	i	25	4%	-12	-3%	0.5
COCc1cc(C)nc2sc(C(=O)Nc3ccccc3C)c(N)c12	-6%	4%	i	11	-1%	-1	-3%	-4.6
Cc1nn(C(C)C(=O)Nc2ccccc2Cl)c(=O)c2nn(-c3ccccc3)c(C)c12 (configuration not stated)	-8%	-1%	i	22	9%	6	-2%	-0.4
O=S(=O)(c1ccc(-c2csc(Nc3ccc(Br)cc3)n2)cc1)N1CCCC1	-92%[inhibitor]	6%	i	4	-1%	2	-10%	0.4
COc1ccc(NC(=O)CN(C)C(=O)CCc2nc3cc(S(=O)(=O)N4CCOCC4)ccc3n2C)cc1	i	4%	i	0	1%	-1	0%	-0.4
CC(=O)c1cccc(NC(=O)C2Cc3c(-c4ccccc4)ccnc3O2)c1 (configuration not stated)	-53%[inhibitor]	?	i	8	14%	9	.	-0.8
O=C(c1ccc(C(F)(F)F)cc1)C1CCCN(C(=O)CN2C(=O)CSC2=O)C1 (configuration not stated)	-7%	1%	i	8	-5%	8	2%	-2.2
Cc1ccc(C)c(NC(=O)CN(C)C(=O)CN2C(=O)NC3(CCc4ccccc43)C2=O)c1 (configuration not stated)	i	3%	i	9	0%	8	0%	0.4
CCCCN(C=O)c1c(CC)nc2c(OCCOc3ccc(F)cc3)cccn12	i	11%	i	1	1%	10	.	0.1
O=C(Nc1ccccc1)Nc1nnc(-c2ccccc2)s1	-17%	6%	i	9	11%	4	0%	-2.4
COc1ccc(NC(=O)[C@@H]2CCCN2S(=O)(=O)c2ccc(Cl)cc2)cc1	i	-6%	i	-15	0%	-7	2%	1.3
C(=N\N1CCN(Cc2ccccc2)CC1)/c1cccnc1	i	14%	i	-13	5%	-25	2%	0.7
Nc1nc(COC(=O)c2ccc3c(c2)OCCO3)nc(Nc2ccccc2)n1	i	-1%	i	0	6%	-6	-19%	0.1
O=C(CSc1nc2ccccc2[nH]1)NCc1ccco1	i	-9%	i	?	13%	-11	2%	-6.9
Nc1c(C(=O)CSc2nnc(COc3ccc(Cl)cc3)o2)c(=O)[nH]c(=O)n1C1CC1	-25%	7%	i	2	6%	0	0%	-3.5

Full records from above. Order of screens: PTHR1 agonist	EPAC2 antag	pAkt inh	DRD3 antagonist	EPAC2 ag	D3 ag	Mm-Cpn inhibitor	CCT modulator
Nc1c(C(=O)CSc2nnc(COc3ccc(Cl)cc3)o2)c(=O)[nH]c(=O)n1C1CC1 is listed as -25%	7%	i	2	6%	0	0%	-3.5
O=C(CNS(=O)(=O)c1ccccc1)Nc1cccc([N+](=O)[O-])c1 is listed as i	-5%	i	-3	5%	5	1%	-0.7

New compounds follow:
SMILES	PTHR1 agonist	EPAC2 antag	pAkt inh	DRD3 antagonist	EPAC2 ag	D3 ag	Mm-Cpn inhibitor	CCT modulator
Cc1cccc(S(=O)(=O)c2c(N)n(/N=C/c3cccnc3)c3nc4ccccc4nc23)c1	-2%[57.5 µM]	3%	i	-15	5%	1	1%	0.8
COc1cccc(-c2nc(CS(=O)(=O)CC(=O)Nc3ccccc3Br)c(C)o2)c1	-14%	16%	i	-22	10%	-8	-18%	0.2
COC(=O)c1ccc(C[n+]2ccccc2)cc1	0%	-6%	i	0	3%	-2	-3%	-1.5
CCOc1ccc(S(=O)(=O)N(C)c2ccc(OCC(=O)N3CCOCC3)cc2)cc1	-13%	-4%	i	1	6%	1	1%	-0.9
CCOC(=O)C1=C(COC(=O)Cc2ccccc2[N+](=O)[O-])NC(=O)NC1C (configuration not stated)	-4%	13%	i	-10	3%	-3	.	-0.3
CCOc1cccc2c1OC1(C)CC2NC(=O)N1c1cccc(C(=O)NCc2ccccn2)c1 (configuration not stated)	i	1%	i	13	-3%	-9	-1%	-0.7
CC1(c2nc3ccccc3[nH]2)c2ccccc2C(=O)N1Cc1ccccn1 (configuration not stated)	4%	2%	i	-4	1%	-5	.	1.3
COc1ccc(CNC(=O)CSc2nccn(-c3ccc(F)c(F)c3)c2=O)cc1	i	19%	i	12	-1%	2	-2%	-0.4
CCN(CC)Cc1c(C(=O)N/N=C/c2cccc(OCc3ccc(F)cc3)c2)nnn1-c1nonc1N	i	-14%	i	19	12%	1	-6%	1.1
CCOC(=O)C1CCN(Cc2nc3ccccc3c(=O)n2-c2ccc(OCC)cc2)CC1	i	-8%	i	-3	-2%	29	-2%	-1.9
CCC(=O)NC(Nc1sc2c(c1C(=O)OC)CCC2)C(Cl)(Cl)Cl (configuration not stated)	-2%	7%	i	3	3%	12	-2%	-6.8
N#CC1C(C#N)N2CCCN2C1c1ccc(Cl)cc1 (configuration not stated)	-3%[57.5 µM]	2%	i	?	3%	-3	0%	1.1
CCOC(=O)/C(=C/Nc1ccc(F)cc1)[N+](=O)[O-]	-16%	20%	i	-18	18%	-4	2%	-0.8
COC(=O)Cn1c(C)nc([N+](=O)[O-])c1Br	-3%	11%	i	1	6%	1	-4%	-1.0
COC(=O)c1ccc(OC(=O)CCN2c3ccccc3Sc3ccccc32)cc1	i	9%	i	1	10%	3	-20%	0.8
CCCCNS(=O)(=O)c1ccc2nc(SCC(=O)Nc3sccc3C#N)[nH]c2c1	-26%	-8%	i	?	-1%	14	1%	-2.3
COc1ccc(/C(O)=C2/C(=O)C(=O)N(c3ccccn3)C2c2ccc(OC)cc2)cc1 (configuration not stated)	i	-6%	i	-13	8%	0	-12%	0.7
O=C(COc1ccc(Cl)cc1Cl)N/N=C/c1ccccn1	-24%	1%	i	18	1%	0	-5%	-0.7
CC1CSC(N(C(=O)c2ccc(S(C)(=O)=O)cc2)c2ccc(Cl)cc2)=N1 (configuration not stated)	-12%	-19%	i	-7	14%	-2	-1%	-5.0
COc1ccc(S(=O)(=O)n2nc(OC(=O)c3cccs3)cc2NC(=O)c2cccs2)cc1	-18%	7%	i	-13	6%	-9	.	-0.9
Cc1ccc(C(=O)N2[C@@H]3CN(C)C(=O)[C@@]2(C)[C@H]2C(=O)N(C)C(=O)[C@@H]32)cc1	i	-4%	i	3	4%	3	.	0.4
O=C(NCC1(N2CCCCC2)CCCCC1)c1cccc(NS(=O)(=O)c2ccccc2)c1	-22%	0%	i	8	7%	-3	1%	-0.9
Cc1nc(N)[nH]c(=O)c1CCCNc1ccc([N+](=O)[O-])cc1	i	2%	i	-20	7%	0	.	-1.2
Cc1nnc(SCC(=O)N(Cc2ccccc2)C(C)(C)C)[nH]c1=O	-5%	-13%	i	13	2%	0	0%	0.9
COc1cc(OC)cc(C(=O)NCC(=O)N2CCN(S(=O)(=O)c3ccccc3F)CC2)c1	-12%	5%	i	-7	4%	-4	2%	1.3
CC(C)OCCCNC(=O)c1cccs1	i	4%	i	-11	6%	8	0%	-2.1
Cc1cc(OCC(=O)Nc2ccc(N3CCN(C)CC3)cc2)ccc1Cl	-2%	-5%	i	-23	7%	-15	0%	-0.2
CC(C)[C@H](NC(=O)c1ccccc1)C(=O)OCC(=O)Nc1ccc(Cl)cc1C(F)(F)F	-1%	-5%	i	-29	-3%	0	1%	-4.2
Cc1cc(O)ccc1NC1=CC(=O)CC(C)(C)C1	-19%	2%	i	20	1%	15	-2%	-0.9
Cc1ccc(OCC(=O)NNC(=O)CSc2nnc(-c3ccc(C)cc3)n2C)cc1	-20%	3%	i	-18	-12%	3	2%	-1.0
